Assay outcomes from PubChem.
TLR4 MyD88 comp: TLR4-MyD88 interaction inhibition in cells; hit rate 0.18% among 200,000; HeLa CL3-4 TLR4/MyD88 BLA complementation, FRET ratio; O00206+Q99836; inhibition, % at 8.4 µM; in the data active = inhibition above about 25%;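 also: 0% = vehicle and 100% = reference inhibitor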
Diaphorase act: counter-screen for diaphorase-based assays: diaphorase activators and chemical reducers. Diaphorase/resazurin coupled assay, resorufin fluorescence, 16 min; active compounds read high; 1 = vehicle wells, 0 = NADH-free wells. AID 1229. hit rate 0.005% among 190,000. activation factor at 20 µM;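 active = diaphorase activity raised at least twofold by the compound at 20 µM; inactive = activation factor below 2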
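Measured by – red resorufin fluorescence at 544/590 nm excitation/emission · Test system – Clostridium kluyveri diaphorase, purified enzyme · Incubation – reaction time 16 min, room temperature · Buffer or medium – 50 mM HEPES pH 7.4 with 4.542 mM MgCl2, 0.005% Tween 20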
G6PDH CS: L. mesenteroides G6PDH inhibition counter-screen; Purified L. mesenteroides G6PDH, diaphorase/resazurin coupled fluorescence, 45 min; inhibition, % at 5 µM; hit rate 0.12% among 200,000; AID 1020
PMI act hi M6P: increases human PMI activity with near-saturating mannose 6-phosphate. P34949. coupled PMI enzyme assay, resazurin fluorescence, 20 min; active compounds read high; 1 = untreated enzyme, 0 = substrate-free blank. activation factor at 20 µM. hit rate 0.34% among 190,000. AID 1216;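 active = activation factor of 2 or more at 20 µM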
Target sequence (P34949 whole entry, looked up): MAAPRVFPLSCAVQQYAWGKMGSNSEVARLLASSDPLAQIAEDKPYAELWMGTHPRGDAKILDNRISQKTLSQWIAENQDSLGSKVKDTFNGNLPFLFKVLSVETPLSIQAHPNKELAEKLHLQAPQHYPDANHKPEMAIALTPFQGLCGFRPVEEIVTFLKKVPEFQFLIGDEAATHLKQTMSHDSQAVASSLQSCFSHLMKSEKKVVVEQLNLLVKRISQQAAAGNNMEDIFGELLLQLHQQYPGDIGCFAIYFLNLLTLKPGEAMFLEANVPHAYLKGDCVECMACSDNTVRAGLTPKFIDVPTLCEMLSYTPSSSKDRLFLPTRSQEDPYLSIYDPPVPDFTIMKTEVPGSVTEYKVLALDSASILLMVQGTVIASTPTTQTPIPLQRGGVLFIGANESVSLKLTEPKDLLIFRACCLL
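Test system: human phosphomannose isomerase with PGI, G6PDH, diaphorase coupling enzymes; Amount: PMI at 15 ng/mL final; Reagent: Mannose-6-phosphate 1.0 mM (near-saturating) plus 0.22 mM NADP+; Timing: 20 min, room temperature; Technique: resorufin fluorescence at Ex 544/Em 590 nm; Dosing: 20 µM single dose.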
PMI act: activators of human phosphomannose isomerase; hit rate 0.005% among 190,000; P34949; AID 1214; activation factor at 20 µM; purified human PMI, coupled resazurin fluorescence, 20 min; active compounds read high; 1 = vehicle control, 0 substrate-free wells;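 active = activation factor of 2 or more at 20 µM, relative to plate controls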
Diaphorase inh: counter-screen for diaphorase-based assays: diaphorase inhibitors and chemical oxidizers; inhibition, % at 20 µM; hit rate 0.69% among 190,000; diaphorase resazurin-to-resorufin fluorescence, NADH, 16 min; bacterial (C. kluyveri) enzyme, not human;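 active = primary screen inhibition at 20 µM above a set limit, cut at about 50% in these data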;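 also: plate controls were DMSO with full reaction for no effect and wells lacking NADH for full effect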
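Assay system: diaphorase enzyme from Clostridium kluyveri; Input: enzyme working solution with 0.14 U/mL diaphorase; Timing: 16 min at room temperature; Technique: resorufin fluorescence, excitation 544 nm, emission 590 nm; Benchmarks: positive control minus NADH, DMSO neutral control.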
Redox H2O2 prof: compounds producing H2O2 with reducing agent – biochemical, NIH compound library profiling, artefact control for MLSCN library redox annotation, primary screen | DTT-dependent redox cycling H2O2, phenol red/HRP absorbance; 100% = 100 µM peroxide control, 0% = buffer | activation, % at 10 µM | hit rate 0.03% among 200,000;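 active = activation of at least 50% relative to the plate's high and low controls in the primary single-dose screen; inactive = activation below 50%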;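 also: compound incubated with DTT at 0.8 mM final as the reducing agent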
S1P3 antag: S1P3 (human) receptor antagonism; Q99500; CHO S1P3 NFAT-BLA reporter, FRET fluorescence, antagonist mode; inhibition, % at 4.98 µM; hit rate 0.27% among 170,000; AID 485;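 active = inhibition above the plate cutoff, the mean inhibition of test wells on that plate plus 3 SD, cut at about 28% in these data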;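 also: cells challenged with S1P at its EC80 of 0.8 µM; blue over green emission ratio from cleaved BLA substrate after 4 h stimulation; 0% = S1P-stimulated wells and 100% = unstimulated DMSO-only wells; some compounds past the cut are filed as inactive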
Target sequence (Q99500 whole entry, looked up): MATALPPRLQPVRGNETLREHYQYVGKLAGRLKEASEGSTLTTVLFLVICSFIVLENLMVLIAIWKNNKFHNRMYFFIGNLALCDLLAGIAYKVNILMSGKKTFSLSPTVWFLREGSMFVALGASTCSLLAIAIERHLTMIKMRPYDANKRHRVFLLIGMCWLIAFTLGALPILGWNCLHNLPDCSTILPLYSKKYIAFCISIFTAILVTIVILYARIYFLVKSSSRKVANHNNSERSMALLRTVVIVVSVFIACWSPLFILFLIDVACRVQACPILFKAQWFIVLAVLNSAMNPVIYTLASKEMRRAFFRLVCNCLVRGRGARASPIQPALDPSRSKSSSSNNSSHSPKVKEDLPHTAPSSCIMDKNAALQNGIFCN
L major viab: Leishmania major promastigote growth inhibition | hit rate 9% among 200,000 | Leishmania major promastigotes, resazurin fluorescence viability | inhibition, % at 10 µM;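 also: promastigotes grown with compound for 44 hours at 28 °C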
Hsp70 activator: switches on Hsp70 transcription. HeLa Hsp70 promoter luciferase reporter, luminescence; scaled: vehicle 0, proteasome-inhibitor control 100%. activation, % at 10 µM. hit rate 0.04% among 200,000. AID 1203;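 active = activation above the mean across all tested compounds plus 3 SD, cutoff set per campaign, cut at about 5.5% in these data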;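 also: 100% = MG132 at 30 µM as the positive control and 0% = DMSO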
RAM network inh: blocks the yeast RAM network; S. cerevisiae dse1pr::URA3 reporter, 5-FOA growth OD615, 2 d; analog-sensitive cbk1-as2 kinase mutant strain; inhibition, % at 50 µM; hit rate 1.8% among 190,000; AID 868;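 active = inhibition above a set limit, 3 SD over mean compound inhibition, cut at about 8.4% in these data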;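 also: 0% = DMSO-only wells with no growth and 100% = 10 µM 1-NA-PP1 full growth; inhibition rescues growth on 5-FOA so higher OD means more RAM inhibition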
* marks the source's active call; other numbers are inactive results; nt = no result given. Rule as the data show it, unless noted: active = inhibition above about 50%; inactive = the rest.

SMILES	TLR4 MyD88 comp	Diaphorase act	G6PDH CS	PMI act hi M6P	PMI act	Diaphorase inh	Redox H2O2 prof	S1P3 antag	L major viab	Hsp70 activator	RAM network inh
CC(=O)c1cccc(NC(=O)COc2ccc(S(=O)(=O)N3CCCCC3)cc2)c1	-1	0.9	10	1	0.9	11	-3.6	-17	15	-0.2	1.1
O=C(CCC(=O)Nc1ccccc1Cl)N/N=C1\CCCc2ccccc21	-17	0.9	-2	0.8	1	12	-0.5	-9	-2	-0.1	0.7
c1ccc(CCn2c3ccccc3c3nnc(SCc4ccc5nonc5c4)nc32)cc1	-2	1	6	1	1	0	9.3	nt	15	0.2	4.2
O=[N+]([O-])c1cccc(S(=O)(=O)N/N=C/c2ccc(O)cc2)c1	-3	1	5	1.5	1.4	2	0.1	-4	-11	0.0	0.2
Cc1cccc(N(CC(=O)NC2CCCC2)C(=O)c2c(C)noc2C)c1	-6	0.9	1	1	1	6	0.7	nt	-5	-0.4	1.5
Cc1ccc(OCCN2CCN(c3nc(NCc4ccco4)c4ccccc4n3)CC2)cc1	8	0.9	0	1.1	1.1	7	0.4	12	99*	-0.1	1.1
Clc1cccc(-c2nc3nc4ccccc4nc3n2Cc2ccco2)c1	1	0.9	-3	1	0.9	11	-1.4	-25	23	-0.2	3.3
CCN1CCN(C(c2cccs2)C(C)NC(=O)c2ccccc2F)CC1 (stereo not drawn)	8	0.9	-17	0.9	0.9	8	-1.8	-11	-4	-0.1	0.7
CN(CCc1ccccn1)C(=O)CCC1CCCN(C(=O)c2n[nH]c3c2CCCC3)C1 (stereo not drawn)	7	1.2	10	1.1	1	-16	-2.4	1	-5	-0.2	2.8
COc1cc(C(=O)NCCCc2nc3ccccc3n2Cc2cc(C)ccc2C)cc(OC)c1OC	4	0.9	17	1	1	13	0.6	-8	69*	-0.1	0.6
CCN1CCCC1CNC(=O)c1ccc(Sc2ccc(F)cc2)c([N+](=O)[O-])c1 (stereo not drawn)	2	0.9	-5	1	0.9	13	-0.5	-4	100*	0.0	2.0
CCc1nccn1C(=O)c1cnn2c(C(F)F)cc(-c3ccc(C)cc3)nc12	8	0.9	-7	1	0.9	8	0.6	-2	-4	-0.3	-2.3
CC1CC(OCC(O)CN2CCN(Cc3ccccc3)CC2)CC(C)(C)C1 (stereo not drawn)	-5	1	0	1.3	1.3	2	-11	nt	93*	-0.3	1.6
O=c1nc2c(-c3ccccc3F)n[nH]n2c2ccccc12	-3	0.9	6	0.9	0.9	14	1.5	-23	13	0.1	1.6
CCOC(=O)Cc1cnc(NC(=O)CSc2nc(C)c(CC)c(=O)[nH]2)s1	-6	1	0	1.1	1.1	1	1.3	7	-2	0.0	-0.8
CCCNC(=O)c1cccc(C(F)(F)F)c1	-12	1	10	1	1	1	-4.8	nt	2	-0.3	4.2
O=C(Nc1ncc2c(n1)-c1ccccc1CC2)c1cccc(Cl)c1	6	0.8	4	0.9	0.9	17	1.5	nt	12	0.1	-0.4
C=CCSc1nnc(-c2cnn(-c3ccccc3)c2-n2cccc2)n1C	-2	1	3	1	1.1	-1	0.2	nt	0	0.0	-0.6
COc1ccccc1C(=O)Nc1c2c(nn1-c1cccc(C)c1C)CS(=O)C2 (stereo not drawn)	7	0.8	3	0.9	0.9	17	0.1	20	-2	-0.2	-0.3
CN(C(=O)CCl)C1CCCc2ccccc21 (stereo not drawn)	7	1	1	1.1	1.2	2	-2.6	-4	86*	-0.5	-0.5

Structural class, those above containing four or more nitrogen atoms.
SMILES	TLR4 MyD88 comp	Diaphorase act	G6PDH CS	PMI act hi M6P	PMI act	Diaphorase inh	Redox H2O2 prof	S1P3 antag	L major viab	Hsp70 activator	RAM network inh
c1ccc(CCn2c3ccccc3c3nnc(SCc4ccc5nonc5c4)nc32)cc1	-2	1	6	1	1	0	9.3	nt	15	0.2	4.2
Cc1ccc(OCCN2CCN(c3nc(NCc4ccco4)c4ccccc4n3)CC2)cc1	8	0.9	0	1.1	1.1	7	0.4	12	99*	-0.1	1.1
Clc1cccc(-c2nc3nc4ccccc4nc3n2Cc2ccco2)c1	1	0.9	-3	1	0.9	11	-1.4	-25	23	-0.2	3.3
CN(CCc1ccccn1)C(=O)CCC1CCCN(C(=O)c2n[nH]c3c2CCCC3)C1 (stereo not drawn)	7	1.2	10	1.1	1	-16	-2.4	1	-5	-0.2	2.8
CCc1nccn1C(=O)c1cnn2c(C(F)F)cc(-c3ccc(C)cc3)nc12	8	0.9	-7	1	0.9	8	0.6	-2	-4	-0.3	-2.3
O=c1nc2c(-c3ccccc3F)n[nH]n2c2ccccc12	-3	0.9	6	0.9	0.9	14	1.5	-23	13	0.1	1.6
CCOC(=O)Cc1cnc(NC(=O)CSc2nc(C)c(CC)c(=O)[nH]2)s1	-6	1	0	1.1	1.1	1	1.3	7	-2	0.0	-0.8
C=CCSc1nnc(-c2cnn(-c3ccccc3)c2-n2cccc2)n1C	-2	1	3	1	1.1	-1	0.2	nt	0	0.0	-0.6

Continued:
SMILES	TLR4 MyD88 comp	Diaphorase act	G6PDH CS	PMI act hi M6P	PMI act	Diaphorase inh	Redox H2O2 prof	S1P3 antag	L major viab	Hsp70 activator	RAM network inh
C/C(=N/OCC(=O)NCCCCCCNC(=O)CO/N=C(/C)c1cccs1)c1cccs1	1	0.9	14	1	0.9	8	-0.3	12	18	-0.2	2.1
CCOC(=O)CCc1c(C)c2ccc(OC(C)C(=O)OCC)c(C)c2oc1=O (stereo not drawn)	-8	0.9	-25	0.9	0.9	10	7.0	-9	0	-0.5	3.2
O=C(CSC1=NCCS1)NC1CCCCC1	4	0.9	1	1	0.9	14	2.1	4	4	-0.3	-0.3
CC(NC(=O)/C(C#N)=C/c1cn(-c2ccccc2)nc1-c1ccc(F)cc1)c1ccccc1 (stereo not drawn)	5	1	-3	1.3	1.2	2	0.0	-18	8	0.1	3.2
Cc1[nH]c(=O)[nH]c(=O)c1CSc1nnc([C@@H](NC(=O)OC(C)(C)C)C(C)C)o1	-4	0.8	1	1	1	18	1.9	7	-4	-0.5	0.9
CN(C)c1ccc(P(=O)(OCc2ccccc2)C(O)c2ccncc2)cc1 (stereo not drawn)	12	0.8	3	1.1	1	19	-0.7	-4	-4	-0.3	0.3
CCCC(=O)Nc1c2c(nc3ccccc13)N(c1ccccc1)CC2	10	0.9	-2	1	1	6	0.1	4	12	-0.1	0.8
O=C(Nc1ccccc1O)c1cccc(S(=O)(=O)N2CCOCC2)c1	-3	nt	16	nt	nt	nt	-0.4	-15	-1	-0.3	-0.1
CN1CCC(OC(=O)c2cccc(Br)c2)CC1	7	0.9	-12	1	0.9	11	0.2	nt	93*	-0.3	0.2
O=C(NC1CCCC1)C(=O)N(Cc1cccnc1)C(C(=O)NC1CCCC1)c1ccco1 (stereo not drawn)	6	0.8	25	1	1	17	-1.0	-23	-8	-0.2	0.2
COc1cccc(N/C(SCc2cccc([N+](=O)[O-])c2)=C(/C#N)C(N)=O)c1	0	0.8	-4	0.9	0.9	24	1.0	-1	94*	0.9	8.5*
CCOc1nc(-c2ccc(Cl)cc2)nc2ccccc12	-7	1	6	1	1	2	0.3	39*	-1	0.1	7.2
CSc1cccc(NC(=O)C(C)Sc2ccc(C)cc2)c1 (stereo not drawn)	6	0.9	-3	1	1	11	1.6	nt	-6	0.3	2.0
COc1ccc(S(=O)(=O)Nc2c3ccccc3nc(=O)n2-c2ccccc2)cc1	12	0.9	2	1.3	1.2	7	0.1	nt	-2	-0.4	5.5
CC(=O)NCCC1CCN(c2nc3nonc3nc2N(C)Cc2ccccc2)CC1	-13	0.9	8	1	1	10	-1.4	-17	8	-0.3	0.4
S=C(NCc1ccccn1)Nc1ccc(Br)cc1Cl	-11	0.9	1	0.9	0.9	14	-0.4	11	-10	-0.2	0.5
Cc1ccc(OCCNc2ccc(C(F)(F)F)cc2[N+](=O)[O-])cc1	7	0.9	7	1	0.9	10	0.6	-11	-8	-0.2	1.8
O=S1(=O)N=C(Oc2ccccc2)c2ccccc21	4	0.9	1	1.1	1.1	10	0.1	7	-2	-0.2	0.3
CCN(CC)c1ccc2ccc(=O)oc2c1	7	1	9	1	1	-2	-0.8	-3	-7	0.0	1.6
COc1ccc2c(c1)c(=O)c(C(=O)c1ccc(F)cc1)cn2CC(=O)Nc1ccc(F)cc1	-3	0.8	19	0.9	0.9	21	0.8	-1	3	-0.3	2.9
Cc1ccc(C(=O)NCCSC(C)(C)C)cc1	9	0.9	1	1	1	11	-0.1	nt	-1	-0.4	0.7
Cc1csc(NC(=O)C2CCN(S(=O)(=O)c3ccccc3F)CC2)n1	0	1	7	1	1	0	9.5	-6	20	-0.5	0.6
Cc1ccc2nc(/C=C/c3cccc(F)c3)ccc2c1	0	0.8	5	1.1	1.1	22	0.1	1	-1	0.2	0.9
O=C(Nc1ccc(Br)cn1)c1ccc2nccnc2c1	-1	nt	nt	nt	nt	nt	-1.4	25	0	-0.3	nt
Clc1nc(-c2ccccn2)nc2scc(-c3ccccc3)c12	-5	0.9	-6	1.1	1	5	0.0	-1	66*	-0.1	5.2
COc1ccc(-c2cc(-c3ccc(N)cc3)nc(N)c2C#N)cc1OC	7	0.8	10	0.8	0.9	18	-0.4	19	-6	0.1	0.0
Cc1nc(-c2ccc(C(=O)NCCO)cc2)cs1	-15	1.1	9	1	1	-8	-0.2	-7	-3	-0.3	-0.1
O=c1cc(O)n(-c2ccc(F)cc2)c(=S)[nH]1	-7	0.9	11	1	0.9	14	0.3	nt	-5	-0.4	-0.9
CC1CCc2nn(CC(=O)NC3CCCC3)cc2C1 (stereo not drawn)	-3	0.8	6	0.9	1	18	-0.4	-23	-4	-0.2	0.9
O=C(CSc1nnc2ccccn12)NNC(=O)c1ccccc1	-2	1	-2	1	1	2	-0.7	-13	-2	0.0	0.8
CCOc1ccc(C(=S)N2CCOCC2)cc1	-7	0.8	6	1	0.9	17	-0.5	20	-4	0.1	-0.1
Cn1c(=O)c(NC2CCCCC2)c2c3c(cccc31)C(=O)c1ccccc1-2	48*	0.6	14	0.9	0.8	44	0.2	3	13	-0.4	5.5
COC(=O)c1ccccc1NS(=O)(=O)c1cn(C)c(=O)n(C)c1=O	-1	1	-10	1	0.9	-1	0.3	-31	-6	0.1	1.0
